Source: PubChem (ICCB-Longwood Screening Facility, Harvard Medical School)
PV pol inh: poliovirus RNA polymerase inhibition | % elongation, % (compound at 16.7 µg/mL) | poliovirus polymerase elongation, fluorescence polarization; active compounds read low | 150,000 tested, 0.66% active; in the data active = % elongation below about 90%; note: some results filed as inactive read as strong as hits
Target sequence (P03300 1749-2209 limits assumed): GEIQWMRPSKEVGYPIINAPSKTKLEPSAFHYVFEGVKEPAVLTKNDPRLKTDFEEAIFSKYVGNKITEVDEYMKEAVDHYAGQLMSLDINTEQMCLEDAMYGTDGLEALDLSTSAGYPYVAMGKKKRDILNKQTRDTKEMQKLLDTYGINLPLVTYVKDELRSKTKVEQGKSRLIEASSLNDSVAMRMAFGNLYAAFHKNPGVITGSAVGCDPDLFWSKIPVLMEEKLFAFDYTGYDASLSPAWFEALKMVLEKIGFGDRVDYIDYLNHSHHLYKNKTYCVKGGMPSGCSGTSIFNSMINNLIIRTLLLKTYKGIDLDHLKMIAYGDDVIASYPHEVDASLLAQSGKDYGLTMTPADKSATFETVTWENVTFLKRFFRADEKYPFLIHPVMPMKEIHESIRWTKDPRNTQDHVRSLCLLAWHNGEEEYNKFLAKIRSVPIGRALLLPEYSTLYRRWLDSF
PV pol inh FP z-score: recorded beside PV pol inh, whose call it bears; z-score; measured here: FP z-score; hits read low
Active calls of the source: *. Only part of the results is shown; the hit share may differ from the screen's.

SMILES	PV pol inh	PV pol inh FP z-score
O=C1NC(=O)/C(=C\c2cccs2)S1	96	-1.2
Fc1ccc2nc(Nc3nc4ccccc4s3)sc2c1	104	1.6
Cc1cccc(-c2nnn3c2nc(NCCc2ccc(S(N)(=O)=O)cc2)c2ccccc23)c1	107	0.8
CCOc1ccccc1-n1nnc(-c2nsc(NC(=O)c3ccc(C)cc3)n2)c1C	112	1.2
CC(C)c1ccc(NC(=O)c2ccc3oc(=O)c(S(=O)(=O)c4ccc(F)cc4)cc3c2)cc1	105	-0.7
CC(C)Cn1c(SCC(=O)Nc2ccccc2)nc2ccccc21	103	0
Cc1nn(-c2ccccc2)c2c1C(C(F)(F)F)(C(F)(F)F)N=C(N1CCOCC1)O2	102	0.2
Cc1cccc(N(C)c2nc3ccccc3n3c(C)nnc23)c1	100	-1
CCN(C(=O)c1cc2c(s1)-c1ccccc1OC2)c1cc(Cl)ccc1OC	102	-0.7
COc1cccc(-c2nc(C(N)=O)c3c(n2)n(-c2ccc4c(c2)OCO4)c(=O)n3C)c1OC	106	-0.1
Cc1ccccc1NC(=O)CSCn1nnc2c(=O)[nH]c(Cc3ccc(F)cc3)nc21	107	0.1
Cc1ccc(-c2nc(SCC(=O)N3CCc4ccccc43)c3c(=O)n(C)c(=O)n(C)c3n2)cc1	108	0.2
CCCn1nnc(NC(=S)NC(=O)c2cccs2)n1	101	0.3
CNCc1sccc1C	101	-0.2
CCC(=O)Nc1cccc(NC(=O)c2cccs2)c1	102	0.1
Cn1c(CCC(=O)Nc2ccc(N3CCOCC3)cc2)nc(=O)c2ccccc21	104	0.3
c1ccc(Cn2c(CN3CCOCC3)nc3ccccc32)cc1	102	0.2
COc1ccc(NC(=O)COc2ccc(C)c(C)c2)cn1	101	-0.6
CCCCCn1c(-c2ccc(OC)c(OC)c2)nc2ccccc21	108	0.2
CCOC(=O)c1[nH]c2ccccc2c1NC(=O)c1ccc(OC)c(OC)c1	100	-1.5
Cc1cc(OCc2cccc(C(F)(F)F)c2)c2c3c(c(=O)oc2c1)CCC3	101	-0.4
Cc1ccc(NC(=O)CCNS(=O)(=O)c2cccs2)cc1F	109	1.3
CCCn1c(NC(=O)CCNC(C)=O)nc2ccccc21	104	0.1
c1ccc2c(c1)CC1(CCCCC1)n1nnnc1-2	107	1.5
Cc1ccc(C(=O)c2nsc(Cl)c2Cl)cc1	96	-1.4
CCCNC(=O)c1cnn2c(C)c(Cc3c(C)cc(C)cc3C)c(C)nc12	106	-0.6
COC(=O)c1sc(N)c(C(=O)OC)c1C	101	-0.2
COC(=O)c1noc(C(=O)OC)c1OCC(=O)c1cc(C)n(Cc2ccccc2Cl)c1C	104	0.2
COc1ccc(NC(=O)C2C3NC(=S)NC2(C)Oc2ccccc23)cc1 (stereo not given)	101	-0.1
CC(=O)Nc1ccc(-c2csc(Nc3ccccc3C)n2)cc1	121	2
CN(C)c1ccc(/C=C2/Oc3c(ccc(O)c3O)C2=O)cc1	46	-5.1
N#Cc1ccccc1CS(=O)(=O)N1CCN(S(=O)(=O)/C=C/c2ccccc2)CC1	104	0.2
COCCN(C(=O)c1cc2ccccc2o1)C1(C(=O)Nc2ccccc2)CCN(C(C)C)CC1	103	0.2
NC(=O)C[n+]1ccc(/C=N/O)cc1	99	-0.2
C=CCN1C(=O)C(=O)/C(=C(\O)c2ccccc2)C1c1ccc(OC)cc1 (stereo not given)	103	0
COc1ccc(OCC(=O)N2CCN(Cc3cccc(OC)c3OC)CC2)cc1	101	-1.2
Nc1ccccc1SCc1ccccc1	105	0.3
COc1cc(NC(=O)c2nc3ccccc3nc2N2CCCCC2)cc(OC)c1OC	114	0.4
O=C(NCCSCc1ccco1)c1ccc2c(c1)S(=O)(=O)c1ccccc1C2=O	103	0
CCOc1ccc2c(c1)sc(=NC(=O)CN1C(=O)CCC1=O)n2C	99	-0.5
Cc1ccc(C)c(CN2CCCN(Cc3ccc(F)cc3)S2(=O)=O)c1	107	0.3
COc1ccc(OCC(=O)Nc2cccc(C(=O)OCc3cc(=O)n4nc(C)sc4n3)c2)cc1	103	-0.7
CCOc1cccc(CNCCNC(=O)c2nonc2N)c1	101	-0.3
CCOc1ccccc1NC(=O)c1nnn(CC(=O)Nc2ccc(OC)c(OC)c2)c1N	104	0
CN(C)C(=O)COc1ncnc2ccc(Br)cc12	105	0.3
N#Cc1c(SCc2ccccc2Cl)nc2c(c1C(F)(F)F)CCc1occc1-2	105	0.6
c1cc(-c2nc3cc(Cc4ccc5oc(-c6ccncc6)nc5c4)ccc3o2)ccn1	103	0.7
CN(C)c1ccc(C(=NO)c2ccc(N(C)C)cc2)cc1	102	0
CCOc1cccc(Nc2ccc(-c3ccc(OC)cc3)nn2)c1	101	0
C/C(CC(C)(C)C1CCCCC1)=N\O	99	-0.3
Cc1[nH]c(SCC(=O)Nc2cccc(C#N)c2)nc1Cc1ccccc1	103	0.1
NC(=O)CN1CCN(c2cccc(C(F)(F)F)c2)CC1	101	-0.7
CCOc1nc2cnccc2n(CCN2CCOCC2)c1=O	103	1.2
O=C(C1CCCO1)N(Cc1ccccc1)c1ccccc1 (stereo not given)	101	0.1
CC1CCCC(C)N1CCCNC(=O)C1CCN(c2ncnc3c2sc2cccc(F)c23)CC1 (stereo not given)	101	-1.3
N#Cc1cccc(NC(=O)COC(=O)Cn2nc(-c3ccccc3)oc2=O)c1	102	-0.6
Cc1ccc(OCC(=O)Nc2ccc(C(=O)OCc3cc(=O)n4ccsc4n3)cc2)cc1C	102	-1.1
CCOc1ccccc1NC(=O)Nc1cc2c(cc1N1CCCCC1)n(CC)c(=O)n2CC	103	-0.5
Cc1cc(C)c2c(n1)nn1c(C)c(CCC(=O)O)c(C)nc21	102	0.2
Cc1ccccc1OCC(O)CN(Cc1ccccc1O)C1CCCCC1 (stereo not given)	97	-0.5
The results go on.
SMILES	PV pol inh	PV pol inh FP z-score
O=C1CC(c2ccccc2)C(=O)N1 (stereo not given)	100	-0.4
Cc1noc(C(=O)N2CCCc3ccccc32)c1Cl	101	-0.1
CCCCN=C1SCC(c2cc3ccccc3o2)=NN1C	102	-0.1
CCOC(=O)N(C)CCc1cc2c(cc1C)OCO2	103	0.1
CCN(CC)c1nccs1	97	-1
CCOC(=O)c1c(NC(=O)CSc2nncs2)sc2c1CCC2	105	0.4
COc1ccc(CNC(=O)c2cc3c(s2)-c2ccccc2OC3)cc1	104	0
COc1ccc(OC)c(CNc2nc3ccccc3c3nnc(C)n23)c1	104	0.3
Cc1ccc(N(C)C(=O)[C@H]2[C@@H]3C[C@@H]4[C@H]2C(=O)O[C@@H]4C3)cc1	105	1
CCCOC(=O)CSc1nc(N)c(C#N)c(-c2ccc(C)cc2)c1C#N	102	0.2
CC(C)(C)C(C)(C#N)Nc1ccc(Cl)cc1 (stereo not given)	102	0.2
O=c1c2ccccc2nc2n1-c1ccccc1CCC2	103	0.8
CC(C)(C)c1cn2c3ccccc3nc2n1CCN1CCCC1	97	-0.6
CCC(C)(C)c1ccc(Oc2ccc(NC(=O)CSc3cccc[n+]3[O-])cc2)cc1	100	-0.6
COc1ccccc1CNC(=O)c1ccc(Cn2c(SCc3ccccc3)nc3cccnc32)cc1	103	-1

Filtered by structure, the entries above with a Cl atom.
SMILES	PV pol inh	PV pol inh FP z-score
CCN(C(=O)c1cc2c(s1)-c1ccccc1OC2)c1cc(Cl)ccc1OC	102	-0.7
Cc1ccc(C(=O)c2nsc(Cl)c2Cl)cc1	96	-1.4
COC(=O)c1noc(C(=O)OC)c1OCC(=O)c1cc(C)n(Cc2ccccc2Cl)c1C	104	0.2
N#Cc1c(SCc2ccccc2Cl)nc2c(c1C(F)(F)F)CCc1occc1-2	105	0.6
Cc1noc(C(=O)N2CCCc3ccccc32)c1Cl	101	-0.1
CC(C)(C)C(C)(C#N)Nc1ccc(Cl)cc1 (stereo not given)	102	0.2

Going on with the list.
SMILES	PV pol inh	PV pol inh FP z-score
O=C(Cn1cnc(S(=O)(=O)N2CCCCC2)c1)NCCc1ccccc1	102	0.3
O=C1NC2=C(C(=O)OC2)C(c2ccc(O)cc2)N1 (stereo not given)	106	0.4
CCn1cc(S(=O)(=O)CC(=O)Nc2ccc(C)cc2)c2ccccc21	102	0.6
CCCCN1C(=O)C2(/C(=C(/O)c3ccc(C)c(F)c3)C(=O)C(=O)N2CCN(C)C)c2ccccc21 (stereo not given)	99	-0.2
CCOC(=O)C(C)NC(=O)C1CCN(c2ncnc3c2nc2n3CCCCC2)CC1 (stereo not given)	104	-0.5
CCCSc1ncc(Cl)c(C(=O)Nc2ccc(S(=O)(=O)Nc3ncccn3)cc2)n1	108	0.5
CCc1nn(CC(=O)NCCCN2CCN(CC)CC2)c(=O)c2cc3occc3n12	105	-0.3
COCCCn1cnc2oc3nc4ccccc4nc3c2c1=O	131	3.8
CCOC(=O)Cc1n[nH]c(=S)n1C1CCCC1	106	0.8
CC(C)CNC(=O)c1cc(-c2ccc(F)cc2)no1	101	-0.1
O=C(CCc1ccccc1)NCc1ccc2c(c1)CCN2C(=O)c1ccccc1	110	0.8
CN(C)C(=O)CCCc1nc(-c2ccc(Cl)cc2)no1	104	0.1
CC1=CC(C)=NC2=C(c3ccccc3)S/C(=C3/C(=O)N(C)C(=S)N3C)N12	101	-0.2
CCC(OC(=O)C1=Cc2ccccc2OC1)C(=O)NC1CCCC1 (stereo not given)	103	0.8
CCn1c(SCC(=O)N2CCc3ccccc32)nnc1C(C)C	101	-0.5

A second format for some results above:
molecule,PV pol inh,PV pol inh FP z-score
O=C(C1CCCO1)N(Cc1ccccc1)c1ccccc1 (stereo not given),101,0.1
CC1CCCC(C)N1CCCNC(=O)C1CCN(c2ncnc3c2sc2cccc(F)c23)CC1 (stereo not given),101,-1.3
N#Cc1cccc(NC(=O)COC(=O)Cn2nc(-c3ccccc3)oc2=O)c1,102,-0.6
Cc1ccc(OCC(=O)Nc2ccc(C(=O)OCc3cc(=O)n4ccsc4n3)cc2)cc1C,102,-1.1
CCOc1ccccc1NC(=O)Nc1cc2c(cc1N1CCCCC1)n(CC)c(=O)n2CC,103,-0.5
Cc1cc(C)c2c(n1)nn1c(C)c(CCC(=O)O)c(C)nc21,102,0.2

Other entries
SMILES	PV pol inh	PV pol inh FP z-score
CCOc1ccccc1NC(=O)c1nn(-c2ccc(C)cc2)c(=O)n(C)c1=O	99	-1.8
CSc1nc(C)cc(OCCNC(=O)Nc2ccccc2)n1	101	0.2
CC1=C(C(=O)OC(C)C)C23C(=O)c4ccccc4C2(O1)OC(N)=C3C#N (stereo not given)	99	-0.6
O=C(CSc1cccc[n+]1[O-])NC(=O)C1COc2ccccc2O1 (stereo not given)	100	-0.5
COc1cc(-c2c(C#N)c(N)nc3[nH]c(=S)[nH]c(=O)c23)ccc1O	100	-0.9
COc1ccc2cc3cc(C(=O)N(C)C4CCCCC4)oc3nc2c1	104	1
Cc1nc(-c2ccccn2)nc(SCC(=O)c2ccc(F)cc2)c1Cl	102	-0.2
Cn1nnnc1SCCCNCc1ccccc1OCc1ccc(F)cc1	103	-0.9
CCOC(=O)c1ccc(S(=O)(=O)n2c(=O)oc3ccccc32)cc1	98	-0.3
COc1ccc(-c2cc(C(F)(F)F)nc(NCC3CCCO3)n2)cc1 (stereo not given)	98	-0.2
CCOC(=O)COc1ccccc1/C=C1\N=C(SCC)SC1=O	103	0.3
Cc1ccc(OC(=O)c2cc(-c3ccc(Cl)cc3)on2)c(C)c1	110	0.6
CCOC(=O)c1c(NC(=O)CSc2ncn(-c3ccccc3)n2)sc2c1CCCC2	103	1.2
COC(=O)c1ccc(CSc2ncccn2)o1	102	1.1
O=C(CSc1nc2ccccc2n1CC(=O)Nc1ccc(F)cc1F)Nc1ccc(F)cc1	105	-0.1

One compound at a time, as listed above. Values in the order: PV pol inh | PV pol inh FP z-score
Listed for `COc1cc(-c2c(C#N)c(N)nc3[nH]c(=S)[nH]c(=O)c23)ccc1O` → 100 | -0.9
Listed for `COC(=O)c1ccc(CSc2ncccn2)o1` → 102 | 1.1

The results go on.
SMILES	PV pol inh	PV pol inh FP z-score
CC(C)c1nc2ccccc2n1CC(=O)N1N=C(c2ccc(Cl)cc2)CC1c1ccco1 (stereo not given)	113	0.8
COC(=O)CNC(c1ccccc1)c1cc(Br)ccc1NC(=O)c1cc(OC)c(OC)c(OC)c1 (stereo not given)	105	0.3
CC(Sc1nnnn1-c1ccccc1)C(=O)O (stereo not given)	100	-0.2
O=C(Nc1cccc(-c2nnc(-c3ccccc3)o2)c1)C1CC1	101	0.2
Clc1ccc(CN2CCc3nc(N4CCN(c5ccccn5)CC4)ncc3C2)cc1	100	-0.8
Cc1ccc2c(c1)C1CN(C)CCC1N2C(=O)Cn1nnc(-c2ccccc2C)n1 (stereo not given)	104	0.1
COc1ccc(C2=C/C(=C/c3ccco3)C(=O)O2)cc1	103	0.4
COC(=O)CSc1nnc(COc2ccc(C(C)C)cc2)o1	106	1.3
Cc1ccoc1C(=O)NCCN	104	0.2
CCOC(=O)C1CCN(Cn2nc(Nc3ccc(CC)cc3)sc2=S)CC1	105	0.3
Cc1ccc2nc(C3CCCCC3)cc(C(=O)O)c2c1	101	0
O=C1C=CC(=O)N1Nc1ccccc1	101	-0.1
CC1(C)CCCC(C)(C)N1OC(=O)c1ccc(N)cc1	98	-0.5
O=C(NCC1CCCO1)c1cc2c(s1)-c1ccccc1OC2 (stereo not given)	102	-0.2
Nn1c(SCC(=O)Nc2ccc3c(c2)OCO3)nnc1-c1ccc(Cl)cc1	97	-1
CC(C)CCNC(=O)C1CCN(S(=O)(=O)N2CCCCC2)CC1	105	1.5
CCOc1ccc(-c2nc(Cn3c(=O)cc(-c4ccccc4)c4c(C)nn(C)c43)c(C)o2)cc1	105	-0.3
FC(F)Oc1ccc(Cl)cc1CSc1ncccn1	103	0.3
CC(C)Oc1ccc(CNC(=O)c2ccc(Cn3c(=O)c4cccn4c4cccnc43)cc2)cc1	104	-0.5
Clc1ccc2oc(-c3cccnc3)nc2c1	103	0.3
Cc1cc(=O)[nH]c(N2CCN(Cc3ccccc3)CC2)n1	104	0
